Bioassay records deposited in PubChem BioAssay by NCI.
NCI-60 one-dose screen, 48 h, at 10 µM unless noted. Numbers give growth in % (100 = growth as untreated, 0 = no growth, -100 = all killed).
CCRF-CEM – CCRF-CEM leukemia; 77,000 compounds, 7% hits; AID 1794778
K-562 – K-562 leukemia; AID 1794777; 78,000 compounds, 7.4% hits
RPMI-8226 – RPMI-8226 leukemia cells. 77,000 compounds, 7.5% hits. AID 1794781
HOP-92 – HOP-92 NSCLC cells | 71,000 compounds, 6.3% hits
HOP-62 – HOP-62 NSCLC. 80,000 compounds, 3.9% hits. AID 1794735
EKVX – EKVX NSCLC. 71,000 compounds, 3% hits. AID 1794765
SR – SR leukemia cells; AID 1794780; 73,000 compounds, 8.7% hits
MOLT-4 – MOLT-4 leukemia cells | 80,000 compounds, 6.9% hits
An asterisk follows results filed as active; . = not tested or not shown; & = joins results of further samples. The calls were made as follows: active = growth percent below 10; inactive = the rest.

1. CCCCC1CCc2cccc3c(SCC(=O)N(C)c4cccc(Br)c4)cc[n+]1c23 (stereo unspecified)
2. COc1ccc(/C=C\[C@H]2O[C@@H](C)[C@H](O)[C@@H]2O)cc1
3. Nc1nc2ncc(N[C@@H](Cc3ccccc3)C(=O)O)nc2c(=O)[nH]1
4. O=C1N(Cc2cccc(F)c2)c2ccccc2S(=O)(=O)N1c1cccnc1Cl
5. COc1c(O)c(O)cc2c3c(oc12)CC(C(C)C)CC3=O (stereo unspecified)
6. O=Cn1nc(-c2ccc(Br)cc2)cc1-c1ccccn1
7. O=C(O)C(O)C(O)C(O)C(=O)CO (stereo unspecified)
8. O=C(Cc1ccccc1Cl)c1ccccc1
Compound,1,2,3,4,5,6,7,8
HOP-62,117,107,99,102,78,98,102,113
RPMI-8226,103,99,102,71,72,43,95,115
K-562,102,101,96,82,21,67,92,113
CCRF-CEM,112,98,102,90,65,99,100,119
EKVX,110,101,102,89,78,85,109,107
MOLT-4,100,92,98,81,63,91,84,134
HOP-92,119,102,99,91,84,101,94,89
SR,108,.,95,89,63,81,103,130

9. CC(C)CCC[C@@H](C)[C@H]1CC[C@H]2[C@@H]3CC=C4C[C@@H](O)CC[C@]4(C)[C@H]3CC[C@]12C
10. CC(C)COC(=O)N1CCCC1
11. O=C(Cc1ccccc1)N/N=C\c1ccccc1
12. Cn1c(=O)cc(OCC(=O)N/N=C/c2ccccc2)c2ccccc21
13. COC(=O)C(Cc1cn(C(C)=O)c2ccccc12)P(=O)(OC)OC (stereo unspecified)
14. CC(C)CCSc1nc(NNC(N)=S)c(C#N)c(-c2ccccc2)n1
15. Cc1ccc2c(c1)c(=O)n(-c1ccccc1)c1nnc(Nc3ccccc3)n21
16. S=c1nn[nH]n1C1CCCCC1
Compound,9,10,11,12,13,14,15,16
HOP-62,104,100,114,95,93,90,.,126
RPMI-8226,87,96,103,99,101,92,.,109
K-562,78,122,87,100,102,93,85,122
CCRF-CEM,80,90,99,99,110,87,101,94
EKVX,101,107,108,100,91,98,84,106
MOLT-4,76,114,75,100,108,78,70,115
HOP-92,87,85,112,89,99,56,103,93
SR,.,99,87,108,95,93,77,101

17. O=C(/C=C/Nc1ccc2oc(=O)ccc2c1)c1cc2cc(Br)ccc2oc1=O
18. CC1=NC2=Nn3c(c4cnn(-c5ccccc5)c4n/c3=N\N)NN2C(c2ccccc2)=C1
19. O=C(/C=C/Nc1nccs1)c1ccc(N=Cc2c(O)[nH]c3ccccc23)cc1
20. COc1ccc(/C=N/N2C(=O)c3ccccc3C2=O)cc1OC
21. C#CCn1cnc2c(Nc3cccc(NC(=O)CCl)c3)ncnc21
22. CC(=O)N1N=C(c2ccc(Nc3nc(Nc4ccc(F)cc4)nc(Nc4ccc(F)cc4)n3)cc2)CC1c1cccc([N+](=O)[O-])c1 (stereo unspecified)
23. CC1(C)CC(=O)C=C(N)C1
24. COc1cc(NS(C)(=O)=O)ccc1Nc1c2ccc(Cl)cc2nc2c(OC)cccc12
Compound,17,18,19,20,21,22,23,24
HOP-62,95,96,88,103,44,82,103,-14*
RPMI-8226,103,98,65,83,10,20,178,-20*
K-562,110,102,75,98,13,77,146,13
CCRF-CEM,120,101,88,87,4.8*,.,124,2.8*
EKVX,105,81,83,105,45,90,60,70
MOLT-4,115,103,120,84,4.4*,8.4*,59,-2.4*
HOP-92,.,74,89,99,35,71,109,14
SR,99,100,94,87,9.8*,22,108,-16*

25. COc1ccc(C2Sc3ccccc3NC3=C2C(=O)c2ccccc23)cc1 (stereo unspecified)
26. O=C(CSSCC(=O)c1ccc(Cl)cc1)c1ccc(Cl)cc1
27. CC1=CC(C)(C)Nc2ccccc21
28. COc1cc(NC(=O)[C@@H]2CCC(=O)N2)cc(OC)c1
29. CCSc1nnc2c(/C=C/c3ccc(OC)cc3)nc3ccccc3n12
30. COc1ccc(/C=N/Nc2ccnc3c(OC)cccc23)c2cccnc12
31. CC(=O)c1c2c(c3ccc4c5ccccc5ccc4n13)C(=O)c1ccccc1C2=O
32. Cc1cc2c(cc1C)C(=O)CCC2
Compound,25,26,27,28,29,30,31,32
HOP-62,95,79,102,88,96,96,71,99
RPMI-8226,87,25,107,99,89,97,101,116
K-562,59,53,102,87,78,26,103,110
CCRF-CEM,89,15,97,89,89,73,100,108
EKVX,.,91,108,94,85,98,77,80
MOLT-4,75,14,89,96,70,92,91,84
HOP-92,88,.,99,81,73,101,95,81
SR,75,19,85,81,63,24,77,122

33. CCCCC/C=C/C(=O)CCc1ccc(O)c(OC)c1
34. O=c1[nH]c(Cc2ccccc2)c(Br)c(=O)[nH]1
35. O=c1c2ccccc2nc(-c2ccccc2)n1Cc1nc2ccccc2s1
36. C/C(=N\Nc1cc(C)c2cc(C)ccc2n1)c1ccccn1
37. Brc1ccc(Nc2nnc(-c3ccco3)o2)cc1
38. CC1CC2=C(CC1CNCCCN(C)C)C(C)(C)CCC2 (stereo unspecified)
39. CN1CCCc2cc(/C=C3\SC(=S)N(c4cccc(C(=O)O)c4)C3=O)ccc21
40. COc1ccc(NC(=O)CSc2ccc(-c3ccc(Br)cc3)nn2)cc1
Compound,33,34,35,36,37,38,39,40
HOP-62,107,130,86,10,96,45,97,111
RPMI-8226,.,95,111,-33*,96,58,91,105
K-562,60,104,88,-41*,102,53,99,102
CCRF-CEM,28,97,91,-22*,89,51,100,99
EKVX,91,.,81,.,.,.,94,96
MOLT-4,97,101,99,-17*,84,23,105,102
HOP-92,.,92,95,-11*,84,78,83,125
SR,53,97,85,0.3*,91,22,108,93

41. CNC(=O)c1c(NC(=O)c2ccc(F)cc2)sc2c(CN(C)C)c(O)ccc12
42. Oc1ccc(/C=C2\SCc3cc4ccc(O)cc4[o+]c32)c(O)c1
43. O=C(O)c1ccc(Cl)cc1[N+](=O)[O-]
44. CC(C)CC(C(=O)O)n1c(O)c(C=C2N=c3ccccc3=N2)sc1=S (stereo unspecified)
45. CCOP(=O)(OCC)/C(=C\n1ccc(=O)[nH]c1=S)C(=O)OC
46. COC(=O)[C@@H](Cc1c[nH]c2ccccc12)NC(=O)CCCCOc1cc(O)c2c(=O)cc(-c3ccccc3)oc2c1
47. CCCc1cc(=O)[nH]c(SC(C)c2nc3sc(C(=O)OCC)c(C)c3c(=O)[nH]2)n1 (stereo unspecified)
48. COc1ccc(-c2oc(-c3ccc(OC)cc3)c3ccccc23)cc1
Compound,41,42,43,44,45,46,47,48
HOP-62,74,105,92,99,99,96,95,93
RPMI-8226,93,101,101,110,106,72,43,63
K-562,73,94,128,111,103,84,107,78
CCRF-CEM,108,99,112,115,107,83,127,62
EKVX,88,103,107,100,101,87,102,90
MOLT-4,93,100,94,111,104,65,108,49
HOP-92,55,124,91,91,102,61,84,80
SR,76,97,112,127,94,72,80,78

49. CC(=O)Nc1ccc(-n2cnc3cc(-c4ccc(O)cc4)ccc32)c(F)c1
50. O=C(CN1CCN(c2cc(=O)n(-c3ccccc3)c3ccccc23)CC1)Nc1cccc(C(F)(F)F)c1
51. COc1ccc(Cn2cc3c(c2-c2cc(OC)c(OC)c(OC)c2)CCc2cnoc2-3)cc1OC
52. CCc1ccc(Cc2ccccc2)cc1
53. O=C1COCCN1c1ccc(Nc2nc(Cl)nc(OCCCl)n2)cc1
54. CCOC(=O)c1nn(C2CCCCO2)c2ccc(NC(=O)CN3CCCC3)cc12 (stereo unspecified)
55. [O-][n+]1ccnc2ccccc21
56. COc1cc(C=Nc2oc(-c3ccccc3)c(-c3ccccc3)c2C#N)cc(CN2CCN(c3ccccc3)CC2)c1O
Compound,49,50,51,52,53,54,55,56
HOP-62,67,71,88,96,102,93,84,100
RPMI-8226,33,47,72,80,104,105,105,102
K-562,35,23,42,95,79,100,101,95
CCRF-CEM,53,53,76,.,88,108,106,102
EKVX,81,43,86,110,105,96,98,96
MOLT-4,45,35,72,95,91,99,94,94
HOP-92,84,.,80,116,99,106,89,88
SR,31,67,28,94,35,103,95,63

57. CCOC(=O)c1cc(C(=O)c2ccc(OC)c(OC)c2)n2nc(-c3ccc(Cl)cc3)ccc12
58. Cc1ccc2c(c1)C(=O)/C(=C/c1c[nH]c3ccccc13)S2
59. Cc1ccc(C(=O)Nc2ccc(-c3nc(N4CCOCC4)c4c5c(sc4n3)CCCC5)cc2)cc1
60. Nc1ccc(S(=O)(=O)c2ccc(N3CCOCC3)c(N)c2)cc1
61. COc1nc2ccccc2nc1NNC(=O)/C(C#N)=C/c1ccc(Cl)cc1Cl
62. CC(=O)c1sc(-c2cccc(C(F)(F)F)c2)cc1O
63. CSc1ncnc2c1cnn2-c1ccc(S(N)(=O)=O)cc1
64. COc1ccccc1-c1cc(=O)c2c(OC)c(C=O)c(O)cc2o1
Compound,57,58,59,60,61,62,63,64
HOP-62,86,47,107,111,98,95,92,100
RPMI-8226,94,32,92,103,.,102,99,103
K-562,79,19,79,108,93,.,77,114
CCRF-CEM,94,29,102,102,105,99,91,105
EKVX,97,51,96,78,96,102,98,103
MOLT-4,69,32,90,109,101,96,80,90
HOP-92,91,.,93,.,89,98,68,85
SR,89,27,93,106,82,94,94,120

65. NC(=O)c1c(NC(=O)c2cccs2)sc2c1CCC(=O)C2
66. C=C1CC[C@@H]2[C@](C)(COC(C)=O)[C@H](OC(C)=O)CC[C@@]2(C)[C@@H]1CC(Nc1ccc(S(=O)(=O)Nc2nccc(C)n2)cc1)C1=CCOC1=O (stereo partly specified)
67. Clc1ccc(NC(Nc2ccc(Cl)cc2)C(Cl)(Cl)Cl)cc1
68. COc1ccc(NC(=O)Cn2cc(COn3nnc4ccccc43)nn2)cc1
69. COc1ccc(NC(=O)Nc2ccc(OCc3ccccc3)cc2)cc1
70. Nc1nc(N)c2ccccc2n1
71. CN(C)CC(=O)c1ccc2cc(Br)c3ccccc3c2c1
72. CC(C)OC(=S)SSC(=S)OC(C)C
73. O=C(Nc1ccc(Nc2ccncc2)cc1)c1ccc(C(=O)Nc2ccc(Nc3ccncc3)cc2)cc1
74. Cn1c(N)nc(N)c(NC=O)c1=O
75. CC(C)(C)OC(=O)N1C(=O)c2c(c3c4ccccc4[nH]c3c3ccc4ccccc4c23)C1=O
Compound,65,66,67,68,69,70,71,72,73,74,75
HOP-62,85,156,86&61,108,77,97,83,86&104,82,103,52
RPMI-8226,-14*,-5.6*,96,107,92,103,47,112&103,3.6*,85,45
K-562,10,3.6*,44&18,105,92,106,38,112&105,53,113,42
CCRF-CEM,8.7*,-19*,95,107,91,102,71,112&95,.,87,44
EKVX,70,79,99&86,103,80,100,90,.,92,97,68
MOLT-4,14,-1.8*,89&70,101,94,107,40,106&100,71,90,38
HOP-92,37,72,105,118,96,97,.,121,29,73,88
SR,5.5*,0.8*,99,95,89,113,13,91&94,52,94,23

Exported with two lines to a compound: entries from further up
Values run as follows: HOP-62, RPMI-8226, K-562, CCRF-CEM, EKVX, MOLT-4, HOP-92, SR
[24] COc1cc(NS(C)(=O)=O)ccc1Nc1c2ccc(Cl)cc2nc2c(OC)cccc12
 : -14*, -20*, 13, 2.8*, 70, -2.4*, 14, -16*
[25] COc1ccc(C2Sc3ccccc3NC3=C2C(=O)c2ccccc23)cc1 (stereo unspecified)
 : 95, 87, 59, 89, ., 75, 88, 75
[26] O=C(CSSCC(=O)c1ccc(Cl)cc1)c1ccc(Cl)cc1
 : 79, 25, 53, 15, 91, 14, ., 19
